# V-ATPase pHluor = regulators of yeast V-ATPase proton pumping, primary screen, pHLuorin cytosolic pH fluorescence; S. cerevisiae; response, % at 10 µM; 350,000 tested, 0.37% active; AID 504577, 2011; in the data active = response mostly above about 7.3%, no sharp cut-off; inactive = mostly below about 5.4%; also: actives read high; inactives centre near 0; some compounds called inactive have numbers as strong as hits; reference of the scale not given here
# C-LANA FP = inhibitors of KSHV C-LANA binding to DNA, primary screen, biochemical, fluorescence polarization, FAM-LBS DNA, MBP-C-LANA, single point | inhibition, % at 9 µM | 340,000 tested, 0.078% active | AID 504423, 2011;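 active = highest replicate inhibition at or above 60% at 9 µM, even if other replicates fall short; inactive = all replicates below 60% inhibition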;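 also: 0% = neutral control wells and 100% = 4 µM acridine orange control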
# OPRM1-OPRD1 ag = agonists of OPRM1-OPRD1 heterodimerization, primary screen, cell-based, luminescence; activation, % at 9.3 µM; 340,000 tested, 0.3% active; cells; Mu-type opioid receptor (Homo sapiens) + Delta-type opioid receptor (Homo sapiens), …; in the data active = activation above about 18%;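 also: 0% = vehicle-treated cells and 100% = reference agonist; values of inactives mirror those of a sister screen read the other way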
# cardiac RTF act = cardiac RTF calcium sensitivity activators, primary screen, biochemical, IANBD-TnC fluorescence, EC20 calcium; activation, % at 7.2 µM; IANBD-labeled TnC RTF fluorescence at EC20 calcium; 0% EC20 calcium, 100% full calcium; 340,000 tested, 0.24% active;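 active = activation above the mean over all tested compounds plus 3 SD, cut at about 30% in these data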;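 also: rise in fluorescence read as greater calcium sensitivity of cardiac thin filaments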
# Arr AP2 block = inhibitors of beta-arrestin/AP2 binding, primary screen, biochemical, GPCR trafficking, flow cytometry | beta-arrestin 1 C-terminal peptide binding to AP2 beta2-adaptin appendage (human) | FITC-arrestin peptide / GST-AP2 beads; AP2 beta2 appendage carries R879A mutation | 340,000 tested, 0.31% active | inhibition, % at 10 µM;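 active = inhibition above a set limit, near 3 SD of compounds lacking own fluorescence, cut at about 54% in these data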;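 also: plate controls were DMSO wells for no effect and 5 µM unlabelled arrestin peptide for full effect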
#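 test system = AP2 appendage R879A on GSH beads | buffer or medium = PBS plus Tween 20 (0.05%) and BSA (0.1%) | incubation = 12 min plus 1 h, RT | detection = bead flow cytometry, FITC channel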
# OPRM1-OPRD1 inv = inverse agonists of MOR-DOR heterodimerization, primary screen, cell-based, luminescence; AID 504357, 2011; Mu-type opioid receptor (Homo sapiens) + Delta-type opioid receptor (Homo sapiens), …; cell-based MOR-DOR heterodimer luminescence, inverse agonism; inhibition, % at 9.3 µM; 340,000 tested, 0.21% active; in the data active = inhibition above about 22%, passing the limit was not always enough;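 also: 0% = cells with DMSO and 100% = wells without cells with DMSO; values of inactives mirror those of a sister screen read the other way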
# Cardiac RTF inh = cardiac RTF calcium sensitivity inhibitors, primary screen, biochemical, IANBD-TnC fluorescence, EC70 calcium; AID 493244, 2011; inhibition, % at 7.15 µM; 340,000 tested, 0.12% active; Troponin I, cardiac muscle (Homo sapiens) + Troponin T, cardiac muscle (Homo sapiens) + …; IANBD-labeled cardiac RTF, Ca2+ fluorescence;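 active = inhibition above the mean inhibition of all tested compounds plus 3 SD, cut at about 17% in these data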;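 also: assay run at fixed EC70 calcium of 1.6 mM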
# Keap1 Nrf2 FP = Keap1-Nrf2 protein-protein interaction inhibitors, primary screen, biochemical, fluorescence polarization, single point; Kelch-like ECH-associated protein 1 (Homo sapiens), Q14145; Keap1 Kelch-Nrf2 peptide fluorescence polarization, 1536-well; inhibition, % at 9.4 µM; 340,000 tested, 0.15% active; AID 504523, 2011; in the data active = inhibition above about 12%;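 also: human Keap1 Kelch domain with fluorescein labeled Nrf2 9mer peptide probe; 0% = neutral control wells and 100% = peptide positive control; higher means more block of Keap1 binding to Nrf2 peptide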
# Target sequence (Q14145 whole entry, looked up, the tested form may be a part): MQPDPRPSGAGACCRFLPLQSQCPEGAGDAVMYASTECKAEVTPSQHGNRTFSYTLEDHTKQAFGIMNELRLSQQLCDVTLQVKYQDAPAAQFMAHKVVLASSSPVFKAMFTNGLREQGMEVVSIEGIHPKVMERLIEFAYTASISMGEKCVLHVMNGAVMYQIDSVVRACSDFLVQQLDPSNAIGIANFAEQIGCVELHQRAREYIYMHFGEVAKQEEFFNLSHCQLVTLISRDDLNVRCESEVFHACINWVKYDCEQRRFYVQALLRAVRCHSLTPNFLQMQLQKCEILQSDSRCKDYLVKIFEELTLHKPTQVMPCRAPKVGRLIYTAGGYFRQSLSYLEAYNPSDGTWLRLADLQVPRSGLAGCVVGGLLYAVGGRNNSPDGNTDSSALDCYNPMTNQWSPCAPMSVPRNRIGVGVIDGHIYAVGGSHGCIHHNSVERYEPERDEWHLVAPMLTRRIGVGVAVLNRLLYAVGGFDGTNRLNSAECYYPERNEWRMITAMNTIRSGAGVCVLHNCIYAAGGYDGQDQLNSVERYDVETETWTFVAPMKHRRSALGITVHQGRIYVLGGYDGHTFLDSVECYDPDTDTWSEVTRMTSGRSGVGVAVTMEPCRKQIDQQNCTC
# Wnt bcat act = Wnt/beta-catenin pathway activators, primary screen, cell-based, plate reader, single point; activation, % at 9.35 µM; Wnt/beta-catenin reporter cell assay, activator; 300,000 tested, 1.2% active; in the data active = activation above about 30%, passing the limit was not always enough;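 also: 0% = neutral control wells and 100% = positive control wells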
# Pemphigus Ab inh = inhibitors of pemphigus antibody binding to DSG3, primary screen, biochemical, bead-based, flow cytometry, scFv-GFP; 310,000 tested, 0.48% active; binding (percent of control), % at 10 µM; DSG3-coupled beads, scFv-anti-DSG3-GFP binding; hits give low values; Desmoglein-3 (Homo sapiens), P32926;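 active = binding more than 3 SD below its plate's average and above zero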;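 also: hits lower antibody fragment binding to DSG3; some compounds called inactive have numbers as strong as hits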
# * marks the source's active call; other numbers are inactive results; . = no result given; & = joins results of further samples.
Compound	V-ATPase pHluor	C-LANA FP	OPRM1-OPRD1 ag	cardiac RTF act	Arr AP2 block	OPRM1-OPRD1 inv	Cardiac RTF inh	Keap1 Nrf2 FP	Wnt bcat act	Pemphigus Ab inh
O=C(CNC1CCCC1)Nc1ccc(N2CCCCCC2)cc1	2	0.6	3.3	-2	22	-18	-4	2	1	103
CCc1noc(C)c1C(=O)OCC(=O)N(CCOC)c1c(N)n(Cc2ccccc2)c(=O)[nH]c1=O	1	-0.2	-2.1	10	-8	11	-4	4	-2	100
FC(F)(F)c1ccnc(NCc2ccc(Cl)cc2)n1	0	-1.8	3.5	-6	19	-18	-9	-4	-1	97
N#C/C(=C\c1ccncc1)c1nc2ccccc2o1	3	.	.	.	18	.	.	.	-2	100
O=C1CC(SCc2nc3ccccc3[nH]2)C(=O)N1c1ccc(Cl)cc1 (stereo not drawn)	3	2.0	-3.0	-7	-3	15	-13	0	.	.
CC1=NN(/C(=N\c2nnc(C)s2)Nc2ccc(C(C)(C)C)cc2)[C@H](c2ccc(C)cc2)S1	2	0.8	5.8	6	8	-30	-10	-2	.	102
CCN(CC)c1ccc(S(=O)(=O)N2CCOCC2)cc1NC(=O)CN1C(=O)NC2(CCC(C)CC2)C1=O (stereo not drawn)	2	0.4	0.2	3	-2	-1	-17	-3	-2	99
CCCCCCn1c(SCC(=O)Nc2cc(C)on2)nc2ccccc2c1=O	0	-0.2	21*	6	18	-121	-5	1	.	94
COc1ccc(NC(=O)NNS(=O)(=O)c2ccc(Br)cc2)cc1	6	0.2	-4.5	-2	-1	15	-6	1	-2	113
S=c1[nH]nc(CSc2nc3ccccc3s2)n1C1CCCCC1	-1	-1.7	6.0	-3	18	-30	3	-3	.	.
Cc1cccc(C(=O)OC(C)CN2CCN(C)CC2)c1 (stereo not drawn)	4	-0.4	-2.6	-4	5	12	12	3	-1	117
O=C(COC(=O)c1ccc(S(=O)(=O)N2CCc3ccccc3C2)cc1)NC(=O)NCc1ccco1	-1	-0.5	-1.8	-4	-3	9	-5	-6	14&-4	99
CN1CCC(N(C)C(=S)NC(=O)C23CC4CC(CC(C4)C2)C3)CC1	3	-0.6	-0.2	-1	4	1	1	-4	-2	84
CCOC(=O)C1(Cc2ccccc2C)CCCN(C(=O)CCn2nccc2C)C1 (stereo not drawn)	0	-0.7	-1.1	2	39	6	-3	3	-3	104
COc1cccc(NC(=O)CN(C)C(=O)Cn2cnc3ccccc3c2=O)c1	0	1.8	-0.8	2	25	5	-6	-3	0	101
COc1ccc(/C(O)=C/C(=O)C(=O)NNC(=O)c2ccccc2)cc1	5	-0.7	-2.2	4	-2	10	-5	-4	3	102
O=C1CCc2cc(S(=O)(=O)Nc3ccccc3)cc3c2N1CC3	3	-0.2	-0.6	4	-7	4	-8	-2	5	100
CCCC1C2C(=O)N(c3ccc(OC)cc3)C(=O)C2ON1c1ccccc1 (stereo not drawn)	2	-0.2	-1.4	-1	28	8	3	-4	.	.
Cc1ccc(C(=O)OCC(=O)Nc2ccc(Cl)cn2)s1	-5	0.9	-4.3	-6	-1	16	-2	-7	4	.
O=c1cc(CN2CCOCC2)c2cc(Cl)c(O)cc2o1	5	0.7	-3.1	-1	-3	16	-9	2	-2	98
c1cc2c(cc1C1CCCCC1)c1c3n2CCN=C3CCC1	0	-2.4	2.5	4	4	-13	-7	-2	-8	117
CCc1ccc(NC(=O)CSc2nc(=O)n(CCCN3CCOCC3)c3c2CCCC3)cc1	-1	0.3	0.5	0	-8	-3	1	2	-2	102
CCN(CC)C(=O)C1CCCN(C/C=C/c2ccccc2[N+](=O)[O-])C1 (stereo not drawn)	-1	0.0	-3.4	-5	0	17	-2	2	0	128
CC(C(=O)Nc1ccccn1)(c1ccccc1)c1ccccc1	0	1.5	2.8	2	33	-14	-13	0	2	121
CC(=O)N1CCCc2cc(S(=O)(=O)N3CCCC(C(=O)NCc4ccccc4)C3)ccc21 (stereo not drawn)	4	-1.8	0.6	3	11	-3	-12	-2	-1	106
COC(=O)C1CC(=O)N(c2ccc(C)cc2)C1 (stereo not drawn)	2	0.0	2.0	-5	3	-14	2	0	-8	87
O=C(Cn1cnc2c(nnn2Cc2ccc(Cl)cc2)c1=O)NCC1CCCO1 (stereo not drawn)	2	0.6	-0.7	-4	-6	4	-1	4	.	102
Cc1cc(C)c(O)c(NC(=S)NC(=O)Cc2ccccc2)c1	4	1.2	3.5	-3	-5	-16	-3	-2	1	107
Cc1cc(C)c(C)c(S(=O)(=O)N2CCN(C(=O)c3cc(=O)[nH]c4ccccc34)CC2)c1C	3	0.3	3.4	-3	2	-19	-7	-11	-4	94
COc1ccccc1N1CCN(Cc2cnc3ccc(Cl)cn23)CC1	2	2.6	-2.6	-3	4	12	-7	1	-1	99
C[C@H](CO)N1C[C@H](C)[C@@H](CN(C)S(=O)(=O)c2cn(C)cn2)Oc2ccc(NC(=O)NC3CCCCC3)cc2C1=O	-1	1.7	-0.7	0	15	3	-14	-4	-2	100
COc1ccc(C(=O)OCC(=O)Nc2ccc3[nH]c(=O)[nH]c3c2)c(OC)c1OC	7	-0.6	-0.2	3	-18	1	-17	-4	8	108
COC(=O)c1sc2ncccc2c1OCc1c(Cl)cccc1Cl	0	0.9	7.1	1	2	-33	-5	-2	.	103
Clc1ccc(CNc2ncnc3[nH]ncc23)c(Cl)c1	-6	0.2	-1.5	-7	-5	8	-6	-4	-5	94
NC(=S)N/N=C1\CCOc2ccc(Cl)cc21	-2	-0.9	-2.0	0	-10	11	-9	2	0	105
CCOC(=O)c1ccccc1NC(=O)COC(=O)CN1C(=O)C2CC=CCC2C1=O (stereo not drawn)	1	-0.2	-2.5	-3	-6	14	3	-7	2	123
Cc1cc2c(cc1C)N(C(=O)CN1C(=O)c3ccccc3C1=O)C(C)(C)c1ssc(=S)c1-2	0	0.4	-2.5	0	12	15	1	-3	.	106
COc1ccccc1NC(=O)N1CCCC1C(=O)NCc1ccccc1 (stereo not drawn)	5	-0.2	-1.7	5	-7	9	-10	-1	0	107
Cc1cc(C(=O)Nc2ccc(Cl)cc2)on1	-6	-1.3	-1.6	1	-15	7	-4	-1	5	107
CC1CN(C(=O)c2ccc(Oc3ccccc3)cc2)CC(C)O1 (stereo not drawn)	0	1.8	4.4	8	-4	-23	-5	-4	-1	123
Cc1ccccc1NC(=O)CSc1[nH]c(=O)cc(C)c1C#N	-2	0.6	-0.4	2	6	2	-5	0	-2	103
NCCCC[C@@H](C(=O)N1CCNCC1)n1cc(CCC(=O)O)nn1	-4	-0.3	0.1	-1	32	-1	2	-1	1	100
Cc1ccc(S(=O)(=O)N2CCN(CC(=O)NC3CCCc4ccccc43)CC2)c(C)c1 (stereo not drawn)	-8	-1.7	0.6	1	-4	-3	0	-2	.	100
O=C1C2C3c4ccccc4C(c4ccccc43)C2C(=O)N1/N=C/c1cccc(O)c1 (stereo not drawn)	-5	-0.1	1.1	-5	-9	-6	4	0	0	92
CN1CCN(CC(=O)N2c3ccccc3C(C)(c3ccc(Cl)cc3)CC2(C)C)CC1 (stereo not drawn)	-1	0.4	-2.4	-6	-11	11	3	-6	.	102
COc1ccc(OC)c(N(CC(=O)NCCSCc2ccc(C)cc2)S(C)(=O)=O)c1	0	-0.5	-2.0	0	10	10	-5	-3	-1	105
COc1ccc(OC[C@@H](O)CNC(=O)c2cccc3c2C(=O)c2ccc(Cl)cc2S3(=O)=O)cc1	5	2.6	0.6	-1	7	-4	3	2	-3	101
O=C(OCCc1cc2ccccc2c(=O)o1)c1ccco1	-2	-0.1	-2.0	-6	-17	11	-8	-3	0	103
C=CCOc1cccc(/C=C\c2nc(O)c([N+](=O)[O-])c(=O)[nH]2)c1	-1	-0.2	-2.4	3	5	14	-2	-5	-1	93
Cc1ccc([C@@H]2[C@@H]3C(=O)N(C)C(=O)[C@@H]3[C@]3(C)C(=O)N(Cc4ccccn4)CC(=O)N23)o1	-2	1.9	-0.1	-7	17	1	-1	-1	-2	103
CC1(C)Cc2ccccc2C(/C(=N\Nc2cccc(Cl)c2)C(N)=O)=N1	-2	0.3	3.2	-3	-2	-22	0	-5	.	68*
Cc1ccc(C(=O)N/N=c2\sc3ccccc3n2C)cc1	3	-0.2	-0.7	2	-15	4	-31	-5	1	100
Cc1ccc(S(=O)(=O)N2CCC(N3CCN(C)CC3)CC2)cc1Cl	1	-0.3	0.2	3	0	-1	2	-4	-4	101
COc1cccc(C(=O)CN2C(=O)C(C)(C)Oc3ccc(C(=O)N4CCOCC4)cc32)c1	-2	1.9	-2.1	-4	12	12	-6	-1	-2	110
COc1cccc(-c2nnn(CC(=O)N3CCC(C)CC3)n2)c1	-3	-0.9	-4.1	-8	5	19	-4	-4	-1	91
C=CCN(c1cccc(C(F)(F)F)c1)S(=O)(=O)c1cccc(C(=O)OCC(=O)NC(N)=O)c1	-5	-1.1	1.0	-8	31	-5	1	1	-3	127
CCOC(=O)N1CCC2(O)CCCCC2C1c1ccc(F)cc1 (stereo not drawn)	1	1.0	0.8	-1	7	-5	-5	3	.	86*
O=S(=O)(Nc1ccccc1F)c1cccc(NC(=S)NCCN2CCOCC2)c1	4	-1.5	-6.7	-1	5	25	-1	2	-1	.
COc1cccc2[nH]c(=O)c(-c3ccccc3)cc12	-1	-0.1	-2.2	0	-9	10	-6	2	21	117
Cc1cc(S(=O)(=O)NC2CCCCC2)ccc1OCC(=O)NCc1cccnc1	0	-0.9	-0.2	-3	12	1	-2	-1	-1	99
Cn1c(CCn2ccccc2=O)nc2cc(NC(=O)COc3ccccc3)ccc21	9	1.6	-3.9	-5	0	20	1	-1	0	101
CC(C)[C@H](NC(=O)NCCc1ccc(F)cc1)C(=O)O	0	-0.1	0.1	-2	-3	0	15	-1	.	105

# Screening results from PubChem.
